# GLP1R cytotox: qHTS of GLP-1 Receptor Inverse Agonists: Cytotox Screen; hit rate 0.13% among 410,000; Potency, µM (titrated, usually from 38.3 µM), for the others: at the top dose activity change, negative = inhibition, hits mostly inhibitors; HEK293 cAMP-luciferase reporter cells, luminescence, 24 h;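 also: loss of luciferase light is scored as toxicity; potency is read from the fitted curve at half-maximal effect; % is scaled to controls: 0 for no effect and ±100 for the full control effect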
#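 To flag toxic compounds, the library was rerun on cells for 24 hr at 37 deg C and 5% CO2. Viability-linked luminescence was captured 12 min after adding luciferase detection reagent.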
# FUS yeast rescue: qHTS for Suppressors of FUS Proteinopathy: Primary screen using FUS-linked yeast assay. S. cerevisiae FUS-expressing, growth rescue, OD600, 24 h. Potency, µM (highest dose often 76.6 µM), without a hit: at the highest dose growth rescue (activation), actives largely listed as activators. hit rate 0.24% among 390,000. AID 1347120, 2019;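 also: potency is read from the fitted curve at half-maximal effect; plate controls were DMSO vehicle for no effect and reference control for full effect; nearly all actives have a fitted effect of over 55% in size; some results filed as inactive show a strong effect at the top dose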
#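 Cultures pregrown in 2.5% raffinose medium are shifted to minimal medium containing 2% galactose to express toxic FUS. Compounds are tested at several concentrations. After 24hr at 30C, growth is quantified at 600 nm absorbance.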
# PTHR1 agonist: qHTS for PTHR1 Agonists: Primary Screen | Potency, µM (titrated, usually from 115 µM), inactives show top-dose activation, most hits filed as activators | hit rate 0.075% among 410,000 | HEK293 GP2 PTHR1 cells, GloSensor cAMP luminescence, 1 h; also: potency is read from the fitted curve at half-maximal effect; nearly all actives have a fitted effect of over 55% in size; some results filed as inactive show a strong effect at the top dose; inactives centre near -15; many of its hits are not listed in these tables
#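 HEK-293-derived GP2 cells expressing PTHR1 and a GloSensor cAMP reporter, 3,000/well, plated overnight, given luciferin plus IBMX (each 0.5 mM as added) for 1 h at 37 °C, then compound for 1 h at 37 °C. Luminescence was read after 15 min at room temperature.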
# pAkt inh: HTS Assay for Inhibitors of Akt Phophorylation: Primary Screen | Neuro2A IGF-stimulated pAkt S473 HTRF, 20 min; stronger effect = lower value | activity change, % for hits at 50 µM | hit rate 0.32% among 360,000 | AID 651550, 2012; in the data active = activity change below about -80%; inconclusive = mostly about -51% to -80%; also: % is scaled to controls: 0 for no effect and ±100 for the full control effect
#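 Single-point screen (50 µM final compound) in Neuro2A cells stimulated 20 min with 6 nM IGF at 37 deg C. After lysis, Ser473-phosphorylated Akt read by HTRF (ex 330 nm, em 615/665 nm) as the 665/615 ratio.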
# aSyn rescue: qHTS of alpha-syn Inhibitors; Yeast expressing alpha-synuclein, growth rescue, BacTiter-Glo, 24 h; Potency, µM (titrated, usually from 46.1 µM), inactives show at the top dose growth rescue (activation), actives largely listed as activators; hit rate 0.14% among 370,000; AID 652106, 2013; also: potency is read from the fitted curve at half-maximal effect; % of control where 0% means no effect; nearly all actives have a fitted effect of over 65% in size
#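 Galactose-induced alpha-syn yeast (OD600=0.02, raffinose-pregrown) + pinned cpd, 24 hr, 30 deg C; growth by BacTiter-Glo luminescence. Growth restoration scores as activation.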
# Mm-Cpn inhibitor: Inhibitors of TCP-1 ring complex (TRiC) of Methanococcus maripaludis (MmCpn): qHTS; hit rate 0.031% among 330,000; Potency, µM (doses to about 76.9 µM), for inactives: at the highest dose activity, negative = inhibition, hits mostly inhibitors; AID 504842, 2011; purified Mm-Cpn ATPase, ADP Transcreener TR-FRET; also: potency is read from the fitted curve at half-maximal effect; % is scaled to controls: 0 for no effect and ±100 for the full control effect; nearly all actives have a fitted effect of over 80% in size
#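 Purified archaeal Mm-CPN (25nM final) preincubated 10 min at 37degC with compound, then 10uM ATP for 30 min at 37degC; ADP measured by HTRF Transcreener TR-FRET; buffer 30 mM TRIS pH 7.4, 100mM KCl, 5mM MgCl2, 1mM DTT.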
# Abeta yeast res: qHTS for compounds that reverse cellular toxicity of Amyloid beta (A-beta) peptide in yeast: Primary Screen. yeast expressing A-beta42, growth rescue, OD600, 48 h; response scale: 0% DMSO, 100% iron-clioquinol control. Potency, µM (titrated, usually from 46.1 µM), without a hit: at the top dose growth rescue, most hits filed as activators. hit rate 0.063% among 410,000. AID 1347071, 2019; also: potency is read from the fitted curve at half-maximal effect; nearly all actives have a fitted effect of over 55% in size
#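 Yeast A-beta toxicity model in growth medium with pinned compounds, 48 h at 30 C; growth read as absorbance at 600 nm. Normalized to FeCl3/clioquinol equimolar mix (positive) and DMSO (negative).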
# TDP43 rescue: qHTS of TDP-43 Inhibitors. hit rate 1.8% among 410,000. Potency, µM (highest dose often 46.1 µM), without a hit: at the top dose growth rescue (activation), actives largely listed as activators. TDP-43 expressing yeast growth rescue, BacTiter-Glo, 24 h; also: potency is read from the fitted curve at half-maximal effect; % of control where 0% means no effect; nearly all actives have a fitted effect of over 50% in size
#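 Cell-based yeast growth screen: TDP-43 expression induced in galactose, inoculum OD600=0.02 after raffinose pregrowth to mid-log. Read-out BacTiter-Glo luminescence at 24 hr, 30 deg C; inhibition of toxicity seen as signal increase.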
# GLP1R inv ag: qHTS of GLP-1 Receptor Inverse Agonists (Inhibition Mode). AID 624417, 2012. hit rate 1.6% among 410,000. HEK293 GLP-1R CRE-luciferase, luminescence, 24 h; GLP-1R form is constitutively active. Potency, µM (titrated, usually from 38.3 µM), for inactives: at the highest dose activity change, negative = inhibition, most hits filed as inhibitors. Glucagon-like peptide 1 receptor (Homo sapiens), P43220; also: potency is read from the fitted curve at half-maximal effect; % is scaled to controls: 0 for no effect and ±100 for the full control effect; nearly all actives have a fitted effect of over 55% in size
# Target sequence (P43220 whole entry, looked up): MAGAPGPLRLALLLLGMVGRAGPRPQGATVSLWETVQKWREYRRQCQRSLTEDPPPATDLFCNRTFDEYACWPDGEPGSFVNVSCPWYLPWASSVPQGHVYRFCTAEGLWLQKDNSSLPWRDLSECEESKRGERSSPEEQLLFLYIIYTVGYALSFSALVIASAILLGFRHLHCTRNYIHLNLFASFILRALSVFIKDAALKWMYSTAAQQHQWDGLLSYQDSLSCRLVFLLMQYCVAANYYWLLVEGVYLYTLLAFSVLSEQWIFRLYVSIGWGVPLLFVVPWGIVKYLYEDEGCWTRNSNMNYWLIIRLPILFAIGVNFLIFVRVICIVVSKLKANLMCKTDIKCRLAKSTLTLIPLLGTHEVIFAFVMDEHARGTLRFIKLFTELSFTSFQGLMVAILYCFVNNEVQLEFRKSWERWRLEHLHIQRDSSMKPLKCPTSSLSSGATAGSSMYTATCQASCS
#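 Inverse agonism was detected as reduced cAMP-driven luciferase luminescence after 24 h compound treatment. The cells were HEK293 clones expressing constitutively active human GLP-1R with the reporter. Reporter-only and GPR119 cell lines served as counterscreen controls.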
# Numbers without * were called inactive; i = inactive; ? = inconclusive; / = not tested or not shown; [ ] = remark or other dose. Unless noted, calls follow the shape of the dose curve; as a rule, active = well fitted curve in the direction sought with a large enough effect; inconclusive = small, poorly fitted or top-dose-only effect, or another doubt; inactive = no such curve, though single readings can be large; an effect the other way counts as inactive or inconclusive. A portion of the library; rates above refer to the full screens.
SMILES,GLP1R cytotox,FUS yeast rescue,PTHR1 agonist,pAkt inh,aSyn rescue,Mm-Cpn inhibitor,Abeta yeast res,TDP43 rescue,GLP1R inv ag
CC(O)(c1ccncc1)c1nc(-c2cccc(C(F)(F)F)c2)cs1 (stereo unspecified),-3%,-10%,-38%[inhibitor],i,-7%,/,2%,15%,?
COc1ccccc1OCC(=O)Nc1ccc(Cl)cc1C(=O)c1ccccc1,0%,22%,i,i,-3%,2%,-11%,0%,0%
COc1ccccc1CN1CCCCC1c1cccnc1 (stereo unspecified),0%,8%,i,i,3%,-3%[15.4 µM],1%,-1%,0%
CC(C)(C)C(=O)Cn1c(NCCCl)nc2ccccc21,6%,-6%,-33%[inhibitor],i,3%,0%,-12%,-21%,1%
COc1ccc(CCNCc2ccccn2)cc1OC,5%,15%,-4%,i,-1%,1%,-6%,-32%[inhibitor],3%
O=P1(NC2CCCC2)COc2ccccc2OC1,7%,2%,i,i,-7%,2%,-6%,-7%,5%
COC(=O)C1=C(c2ccc(OC(F)(F)F)cc2)C[C@@H]2CC[C@H]1N2C(=O)NCCO,1%,15%,-2%,i,1%,1%,-4%,16%,-3%
CC(C)CN1Cc2cc(-c3cccc(F)c3)ccc2-n2nncc2C1,2%,-6%,-4%,i,7%,/,-14%,17%,10%
CCOC(=O)C1SC2(C(F)(F)F)CC1(O)c1c(C)cc(C)nc1O2 (stereo unspecified),-5%,13%,i,/,-1%,-2%,1%,-12%,2%
COc1ccc(C2=NS(=O)(=O)N(C)C(C(=O)N3CCC4(CC3)OCCO4)=C2)cc1OC,-3%,10%,-21%,i,1%,-23%,8%,9%,37%[activator]
COC(=O)C1=C(c2cc3ccccc3s2)C[C@@H]2CC[C@H]1N2C(=O)N1CCC(O)CC1,20%,?,i,i,0%,/,3%,-3%,7%
CCOCCCN=Cc1c(O)n(Cc2ccccc2)c(=O)[nH]c1=O,-6%,-6%,-2%,i,1%,-2%,-6%,3%,-2%
C=CC12CN(C)[C@@H]3C4CO[C@H](C[C@H]41)[C@]1(C(=O)Nc4ccccc41)[C@@H]32 (stereo partly specified),-2%,22%,-21%,i,-1%,/,-6%,16%,4%
CCCCc1nc2ccccc2c(=O)n1-c1ccc(O)cc1,-8%,8%,i,i,9%,-3%,0%,6%,2.2µM*
COC(=O)c1cc(=O)n(-c2ccc(F)cc2)c(=Nc2ccc(F)cc2)s1,?,27%,-55%[inhibitor],i,12%,1%,-38%[inhibitor],?,4.5µM*
N=C1c2ccccc2CN1c1ccc(F)c([N+](=O)[O-])c1,?,21%,-13%,i,0%,0%,-15%,-18%,97%[activator]
Cc1ccc2c(c1)C1CN(C)CCC1N2C(=O)Cc1cccs1 (stereo unspecified),-22%,3%,i,i,3%,0%,5%,-12%,-22%
CN(C(=O)Cc1ccc2c(c1)OCO2)C1CCCN(Cc2ccccc2F)C1 (stereo unspecified),2%,-2%,i,i,-6%,/,1%,28%,-10%
O=C(O)c1[nH]c(=O)[nH]c(=O)c1F,2%,16%,-9%,i,-15%,-2%,-11%,-18%,-23%
CC(C)Oc1cc(-n2c(=S)[nH]c3ccccc3c2=O)c(Cl)cc1Cl,?,-8%,-31%[inhibitor],i,-5%,-1%,-5%,10µM*,?

# Arranged by molar mass (highest first): some entries from above.
SMILES,GLP1R cytotox,FUS yeast rescue,PTHR1 agonist,pAkt inh,aSyn rescue,Mm-Cpn inhibitor,Abeta yeast res,TDP43 rescue,GLP1R inv ag
COC(=O)C1=C(c2cc3ccccc3s2)C[C@@H]2CC[C@H]1N2C(=O)N1CCC(O)CC1,20%,?,i,i,0%,/,3%,-3%,7%
COC(=O)C1=C(c2ccc(OC(F)(F)F)cc2)C[C@@H]2CC[C@H]1N2C(=O)NCCO,1%,15%,-2%,i,1%,1%,-4%,16%,-3%
COc1ccccc1OCC(=O)Nc1ccc(Cl)cc1C(=O)c1ccccc1,0%,22%,i,i,-3%,2%,-11%,0%,0%
COC(=O)c1cc(=O)n(-c2ccc(F)cc2)c(=Nc2ccc(F)cc2)s1,?,27%,-55%[inhibitor],i,12%,1%,-38%[inhibitor],?,4.5µM*
CC(O)(c1ccncc1)c1nc(-c2cccc(C(F)(F)F)c2)cs1 (stereo unspecified),-3%,-10%,-38%[inhibitor],i,-7%,/,2%,15%,?
CC(C)CN1Cc2cc(-c3cccc(F)c3)ccc2-n2nncc2C1,2%,-6%,-4%,i,7%,/,-14%,17%,10%
CCOCCCN=Cc1c(O)n(Cc2ccccc2)c(=O)[nH]c1=O,-6%,-6%,-2%,i,1%,-2%,-6%,3%,-2%
CCCCc1nc2ccccc2c(=O)n1-c1ccc(O)cc1,-8%,8%,i,i,9%,-3%,0%,6%,2.2µM*
COc1ccccc1CN1CCCCC1c1cccnc1 (stereo unspecified),0%,8%,i,i,3%,-3%[15.4 µM],1%,-1%,0%
COc1ccc(CCNCc2ccccn2)cc1OC,5%,15%,-4%,i,-1%,1%,-6%,-32%[inhibitor],3%
N=C1c2ccccc2CN1c1ccc(F)c([N+](=O)[O-])c1,?,21%,-13%,i,0%,0%,-15%,-18%,97%[activator]
O=P1(NC2CCCC2)COc2ccccc2OC1,7%,2%,i,i,-7%,2%,-6%,-7%,5%
O=C(O)c1[nH]c(=O)[nH]c(=O)c1F,2%,16%,-9%,i,-15%,-2%,-11%,-18%,-23%
